# Exocytosis inh: LAMP-1 surface exposure blockers, TALL-104 cells – cell-based, flow cytometry, MLPCN library, primary screen | inhibition, % at 10 µM | TALL-104 LAMP-1 surface exposure; cells stimulated with thapsigargin and PMA | actives 0.66% (n = 360,000) | AID 651702, 2012;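 active means inhibition above about 55%, limit read from the data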
# iPSC survival up: enhancers of single-cell hiPSC survival, primary screen, ATPlite luminescence | actives 0.044% (n = 360,000) | survival enhancement, % at 20 µM | AID 602274, 2012 | 100% = ROCK inhibitor wells, 0% = DMSO; in the data active means survival enhancement above about 18%;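 further: cells exposed to compounds for 16 hours before the ATP read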
# MC4R antag cAMP: MC4R antagonists of cAMP signaling, primary screen, cell-based, TR-FRET, antagonist arm of biased-ligand search; inhibition, % at 6.5 µM; Melanocortin receptor 4 (Homo sapiens), P32245; actives 0.48% (n = 360,000); MC4R-expressing cells, MTII-stimulated cAMP, LANCE TR-FRET;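 active means inhibition above its plate's cutoff, the mean of tested wells on that plate plus 3 SD, cut at about 29% in these data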;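 further: 0% = Melanotan II alone and 100% = Melanotan II plus saturating MCL0020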
#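 Material: U2OS-MC4R stable cell line | Reagent: Melanotan II challenge after compound preincubation | Doses: One concentration, 6.5 µM nominal | Incubation: 30-min compound preincubation, 1-h Melanotan II challenge, 1-h detection, room temperature | Signal: TR-FRET cAMP assay | Replicates: One well per compound, no replicates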
# ABCB6 inh 2: ABCB6 transporter inhibitors, primary screen, K562-ABCB6 cells, flow cytometry, MLPCN library | K562-ABCB6 porphyrin accumulation, 1 h; stronger effect = lower value | ATP-binding cassette sub-family B member 6 (Homo sapiens), Q9NP58 | fluorescence ratio to DMSO, % at 10 µM | actives 0.19% (n = 360,000);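 active means fluorescence ratio to DMSO below 75%, the collection mean minus 3 SD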;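 further: signal is porphyrin accumulated inside mitochondria; 100% equals median channel fluorescence of DMSO control wells; lower ratio means ABCB6 inhibition with less porphyrin fluorescence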
# aDG glyco act: activators of alpha-DG glycosylation, primary screen, uHTS, Pro5-aDG cells, AlphaScreen; activation, % at 10 µM; actives 0.22% (n = 360,000); alpha-DG glycosylation AlphaScreen (IIH6); 0% Pro5, 100% B10-LARGE cell signal; AID 624168, 2012;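 active means activation of at least 8% versus controls, or a plate z-score of at least 8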;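 further: Pro5 are CHO cells carrying HIG-tagged alpha-DG that lacks glycosylation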
# m5-HT2A agonist: mouse Htr2a agonists via beta-arrestin recruitment, primary screen, cell-based, luminescence | AID 624169, 2012 | 5-hydroxytryptamine receptor 2A (Mus musculus), P35363 | actives 0.66% (n = 360,000) | CHO-K1 mHTR2A beta-arrestin complementation; percent of 30 µM serotonin response | activation, % at 7.6 µM;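 active means activation above a run cutoff, the mean activation of all tested compounds plus 3 SD, cut at about 14% in these data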;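 further: 0% = plate median of compound wells and 100% = 30 µM serotonin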
# N-glyco inh: increase of ERlucT glycosylation luciferase signal, primary screen, N-linked glycosylation inhibitor project, D54 ERlucT cells, luminescence, set 2; D54 ERlucT glycosylation luciferase reporter, 24 h; percent of 100 nM tunicamycin response; reporter increase, % at 12.5 µM; actives 0.23% (n = 360,000);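 active means mean luciferase reporter signal, scaled so untreated is 0 and the glycosylation-blocking control 100, at or above a set limit in every replicate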;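 further: luciferase carries N-glycosylation sites so blocking glycosylation raises the light; 0% = median of neutral control wells and 100% = median of 100 nM tunicamycin wells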
# H9c2 protect: cardioprotection against H2O2-induced cell death, primary screen, uHTS, H9c2 cells, ATPLite luminescence; H9c2 cardiomyocytes, H2O2 injury protection, 2 h; AID 588492, 2011; actives 0.63% (n = 360,000); protection from H2O2 cell death, % at 20 µM;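 active means compounds giving at least 50% protection of heart cells from peroxide-induced death in the single-dose screen, raw or plate-pattern-corrected value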;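 further: 0% = DMSO wells with peroxide and 100% = DMSO wells without peroxide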
# ABHD5-PLIN5 inh: ABHD5-PLIN5 interaction inhibitors, primary screen, cell lysate, split luciferase complementation, luminescence. Perilipin-5 (Homo sapiens) + 1-acylglycerol-3-phosphate O-acyltransferase ABHD5 (Homo …. Split G. princeps luciferase complementation, 4 h. inhibition, % at 4 µM. actives 0.78% (n = 360,000). AID 602281, 2012;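 active means inhibition above the mean inhibition across every tested compound plus 3 SD, cut at about 22% in these data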;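 further: 0% = DMSO only wells and the 100% control is not disclosed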
# Target sequence (Q00G26 whole entry, looked up): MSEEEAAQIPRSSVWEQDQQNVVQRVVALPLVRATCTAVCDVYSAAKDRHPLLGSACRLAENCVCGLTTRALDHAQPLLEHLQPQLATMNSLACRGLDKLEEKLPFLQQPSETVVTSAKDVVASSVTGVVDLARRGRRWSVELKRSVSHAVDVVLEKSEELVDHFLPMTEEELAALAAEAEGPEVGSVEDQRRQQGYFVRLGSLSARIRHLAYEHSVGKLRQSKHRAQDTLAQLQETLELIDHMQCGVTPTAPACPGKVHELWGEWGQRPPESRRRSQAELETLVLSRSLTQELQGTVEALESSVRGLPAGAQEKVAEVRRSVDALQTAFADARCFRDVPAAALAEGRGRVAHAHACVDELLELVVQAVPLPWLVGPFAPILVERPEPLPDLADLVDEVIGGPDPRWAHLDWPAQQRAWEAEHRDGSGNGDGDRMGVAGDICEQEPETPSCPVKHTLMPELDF
# Target sequence (Q8WTS1 whole entry, looked up): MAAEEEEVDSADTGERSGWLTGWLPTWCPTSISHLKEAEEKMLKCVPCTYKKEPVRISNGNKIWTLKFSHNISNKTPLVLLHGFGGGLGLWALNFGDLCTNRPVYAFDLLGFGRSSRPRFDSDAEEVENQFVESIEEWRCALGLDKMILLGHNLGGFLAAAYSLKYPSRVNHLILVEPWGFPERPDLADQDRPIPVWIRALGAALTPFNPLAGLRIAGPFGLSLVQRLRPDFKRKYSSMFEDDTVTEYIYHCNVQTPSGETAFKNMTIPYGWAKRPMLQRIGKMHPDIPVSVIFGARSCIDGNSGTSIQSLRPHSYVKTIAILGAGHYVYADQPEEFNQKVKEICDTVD
# MC4R barr agon: MC4R agonists recruiting beta-arrestin, primary screen, cell-based, luminescence, agonist arm of biased-ligand search; AID 540308, 2011; activation, % at 8.9 µM; actives 0.98% (n = 360,000); U2OS MC4R beta-arrestin complementation; percent of melanotan II response, DMSO zero;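 active means activation above a per-plate cutoff, the mean activation of sample wells on that plate plus 3 SD, cut at about 8% in these data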
# The depositor's hits bear a star; . = no result given.
SMILES,Exocytosis inh,iPSC survival up,MC4R antag cAMP,ABCB6 inh 2,aDG glyco act,m5-HT2A agonist,N-glyco inh,H9c2 protect,ABHD5-PLIN5 inh,MC4R barr agon
CC1(C(=O)Nc2ccc3c(c2)OCCO3)CCN1C(=O)C1(c2ccc(Cl)cc2)CC1 (stereo not drawn),4,-1.4,3,95,0.1,-2,-2,-3,0,-0.7
COc1ccccc1C(=O)N/C(=C\c1ccccc1)C(=O)NC(C)C(=O)O (stereo not drawn),-4,0.5,-5,93,0.3,6,3,6,2,-3.5
CN(C)c1oc(-c2ccccc2)nc1C#N,-4,-2.7,13,92,-0.3,-4,2,-1,-6,0.4
Brc1ccc2nc(-c3ccco3)c(CC3CCCCC3)n2c1,7,1.9,.,101,-0.2,1,0,-6,24*,.
COc1ccccc1CN1CC(C(=O)NCCc2cn[nH]c2)CCC1=O (stereo not drawn),-6,-0.4,7,95,-0.2,0,0,2,1,-2.7
Cc1ccc(NC(=O)CCc2c(C)nn(-c3ccc(N4CCOCC4)nn3)c2C)c(C)c1,8,-0.5,10,98,2.5,9,0,0,7,0.3
CCCCN(C)C(=O)c1nc2ccccn2c1CN1CCN(c2ccccn2)CC1,-7,0.6,6,100,0.8,-1,3,-5,0,-0.3
O=C(NCc1ccc(Cl)cc1)C1CCCN1C(=O)Nc1ccc(F)cc1 (stereo not drawn),-1,-0.6,7,102,0.0,-2,1,-4,3,-0.3
COc1ccc(S(=O)(=O)/N=C2/NC(=O)/C(=C/c3ccco3)S2)cc1,36,3.6,2,105,0.0,4,1,4,6,-0.7
CCOC(=O)[C@@H]1[C@H]2COc3cc(OC)ccc3[C@@H]2N2C(=O)N(c3ccc(C(F)(F)F)cc3)C(=O)[C@]12C,9,2.3,6,102,0.0,5,0,-16,-4,0.1
COCCN1C(=O)N[C@@H](c2ccccc2)[C@@H](C(=O)OC)[C@H]1C,-1,-1.9,7,100,-0.2,-2,3,1,-5,-0.8
Cc1ccc(-n2nnnc2SCC(=O)c2cc(C)n(-c3cc(C)on3)c2C)cc1,-1,4.5,8,97,0.0,-5,3,-5,-4,2.2
Nc1[nH]c(C(=O)c2ccccc2)c(-c2ccncc2)c1C(=O)NC1CC1,0,-1.5,.,116,-0.3,-1,.,.,-5,.
Cc1cc(O)c(S(=O)(=O)c2ccccc2)c(C)c1NS(=O)(=O)c1ccccc1,52,-0.5,-4,96,0.0,-7,-2,-5,11,3.7
COc1ccccc1/C=C/C=N/NC(=O)CC1C(=O)NN=C1C (stereo not drawn),-4,-0.1,2,98,0.0,-1,0,-1,-3,2.1
COc1ccc(Cc2cnc(N)s2)cc1,-8,0.2,-5,102,0.2,-2,3,-9,2,-3.6
COc1ccc(NC(=O)C2CCCN(S(=O)(=O)c3cccs3)C2)cc1OC (stereo not drawn),-2,-0.5,12,98,0.0,-1,3,-1,-4,0.2
Cc1ccnc(NC(=O)c2ccc(S(=O)(=O)N3CCC(C)CC3)cc2)c1,5,-0.5,5,100,0.0,-8,-11,-5,-13,-0.1
Cc1cc2cc(C)c3nnc(SCc4ccccn4)n3c2cc1C,4,-1.2,3,100,0.2,-1,0,18,5,-1.8
CC1(C)NC(=O)N(CC(=O)N2CCN(c3cccc(C(F)(F)F)c3)CC2)C1=O,2,-0.1,13,95,0.3,8,2,-2,-5,-3.0
Cc1ccc(C2N3CC4([N+](=O)[O-])CN2CC([N+](=O)[O-])(C3)C4(C)C)cc1 (stereo not drawn),-1,0.0,1,100,-0.5,9,2,2,-2,-2.8
COc1cccc(NC(=O)CN(C)C(C)C(=O)Nc2ccc(C#N)cc2)c1 (stereo not drawn),-1,0.3,5,101,-0.3,-1,1,3,0,-2.2
CN(C)C(=O)CSc1nnc(-c2cccs2)n1-c1ccccc1,4,1.4,1,99,0.1,-6,-1,7,-5,-1.1
O=C(/C=C/c1ccccc1)N1CCC(Cc2ccccc2)CC1,5,-0.9,3,97,-0.3,-4,-4,-6,-4,0.7
CCCCCCCCCCCCCCCC[n+]1cccc2ccccc21,40,-2.7,-8,96,0.0,4,9,-22,35*,18*
COc1ccccc1-c1cc(C(F)(F)F)nc(S(=O)(=O)CCCC(=O)Nc2cc(C)on2)n1,5,-3.3,2,95,-0.5,0,-17,-19,6,-3.0
COC(=O)c1ccc(CN2C(=O)c3ccccc3C2=O)cc1,-6,-0.6,10,98,0.0,-1,-1,2,-1,1.5
Cc1ccc(OCCCC(=O)Nc2ccc(S(=O)(=O)Nc3ccccn3)cc2)cc1,0,-1.4,5,94,0.3,-1,1,3,-3,-3.1
Cc1cc(C)nc(SCC(=O)Nc2cc(C)on2)n1,0,0.1,3,93,-0.2,3,1,2,1,-0.7
CN(C)c1ccc(/C=N/NC(=O)c2ccccc2O)o1,-2,-3.7,-7,103,0.4,1,1,5,10,-1.3
CC(C)n1nnc(-c2ccc(OCc3ccccc3F)cc2)n1,-2,-0.7,2,101,0.1,-3,0,-6,-5,-1.1
Cc1ccc(S(=O)(=O)N2CCCCC2)cc1NC(=O)COC(=O)C1=COCCO1,-1,-1.6,9,98,0.0,1,2,3,-2,-1.2
COc1cc(CNCc2ccccc2)cc(Cl)c1OC,-6,-0.8,3,98,0.9,4,-1,3,5,-3.3
O=C(COC(=O)c1ccc(O)cc1O)NC1CC1,8,4.1,13,102,-0.2,0,-1,2,-15,0.2
O=C(NN=C1c2ccccc2-c2ccccc21)c1ccccn1,-1,-1.4,6,95,-0.4,-2,15,12,-4,1.7
CCOC(=O)c1snc2c(=O)[nH]cnc12,-2,3.0,1,96,-0.2,2,0,5,-1,-0.3
O=S1(=O)CC(O)C(NCCO)C1 (stereo not drawn),1,-1.1,16,102,-0.7,-1,3,10,2,-0.1
Cc1cc(C)nc(Nc2ccc(N3CCCC3)cc2)n1,-1,-0.2,-13,116,-0.6,-1,1,-4,-11,-2.0
NC(=O)c1nsc(C(=O)N(Cc2cccnc2)C(C(=O)NCc2ccccc2)c2ccc(O)cc2)c1N (stereo not drawn),-6,-0.2,11,93,0.0,0,-3,0,13,-0.8
CCC(CC)C(=O)Nc1cccc(C(=O)Nc2ccc(S(N)(=O)=O)cc2)c1,-1,0.1,1,96,0.2,0,1,2,-3,-0.5
CCOC(=O)N1CCC(NC(=O)CSCc2nc(-c3sccc3C)oc2C)CC1,0,-1.8,2,99,0.0,-3,1,-10,-3,0.1
COc1ccc2[nH]c(=O)c(CN(Cc3cccnc3)C(=O)Nc3ccccc3)cc2c1,1,1.2,3,100,-0.4,0,1,30,0,-0.8
CCN(CC)CCC(C)OC(c1ccccc1)c1ccccc1 (stereo not drawn),0,0.3,17,99,0.5,0,-2,-7,24*,-1.2
CCCCCNC(=O)C(c1ccc(-c2ccccc2)cc1)n1c(=O)c(-c2ccccc2)nc2ccccc21 (stereo not drawn),3,.,.,.,-0.6,-4,.,.,-3,.
COc1cc(C(=O)OCCC(C)C)cc(OC)c1O,-5,-0.6,-2,98,-0.2,7,0,-1,-2,0.6

# Overlap with the part before: 2 compounds, then new ones.
SMILES,Exocytosis inh,iPSC survival up,MC4R antag cAMP,ABCB6 inh 2,aDG glyco act,m5-HT2A agonist,N-glyco inh,H9c2 protect,ABHD5-PLIN5 inh,MC4R barr agon
CCCCCNC(=O)C(c1ccc(-c2ccccc2)cc1)n1c(=O)c(-c2ccccc2)nc2ccccc21 (stereo not drawn),3,.,.,.,-0.6,-4,.,.,-3,.
COc1cc(C(=O)OCCC(C)C)cc(OC)c1O,-5,-0.6,-2,98,-0.2,7,0,-1,-2,0.6
O=C(CCNC(=O)c1ccccc1Cl)NCCCSc1ccccc1,0,-0.3,0,99,0.4,0,1,9,0,1.9
O=C(Cc1cccc2ccccc12)Nc1cc(C(=O)O)cc(C(=O)O)c1,-1,-0.2,2,96,-0.1,-3,2,2,2,0.7
Cc1ccc(C(=O)N2CCN(c3ccc(C(F)(F)F)cn3)CC2)c(C)c1,0,-0.1,5,91,1.6,2,-1,-20,-14,1.9
C=CCNc1nc2ccccc2nc1NS(=O)(=O)c1ccc(Br)cc1,-19,-0.7,1,98,0.0,5,1,-6,4,0.2
Cc1cc(C)nc(N/N=C/c2ccccc2OCC(=O)O)n1,-7,0.1,0,97,0.0,-2,0,0,1,-1.5
CN1CC(=O)NC1=NC(=O)C12CC3CC(CC(C3)C1)C2,-2,0.9,11,98,-0.1,5,5,0,-3,-1.6
C=CCN(CC=C)C(=O)CN1C(=O)NC(c2ccccc2)(c2ccccc2)C1=O,6,0.0,20,101,0.1,4,-2,0,-2,-2.9
Cc1cccc(N=C2NC(=O)c3cc([N+](=O)[O-])ccc32)c1,-1,0.5,8,101,0.3,10,0,2,-3,-2.4
Cc1nc2ccc(Cl)cc2c(-c2ccccc2F)c1CC(=O)O,-4,2.3,0,102,0.3,9,1,5,10,-1.2
C[C@H](CO)N1C[C@H](C)[C@@H](CN(C)Cc2ccncc2)Oc2c(cccc2N(C)C)C1=O,2,-1.1,7,101,-0.2,-3,2,-1,6,-1.3
COCCCn1c(SCC(=O)NC2CCCC2)nnc1-c1ccco1,-3,-0.1,-2,95,0.2,-3,-1,-4,-1,-1.3
Cc1ccc(-n2nnc3c(=O)n(CC(=O)NCC4CCCO4)cnc32)cc1 (stereo not drawn),-1,-1.2,4,96,0.0,-4,2,0,-4,2.2
COc1ccc(N(CC(O)Cn2cnc3ccccc32)S(=O)(=O)c2ccc(C)cc2)cc1 (stereo not drawn),-2,4.3,21,97,0.3,-1,-1,3,2,-1.3
O=C1C2CCCN2C(c2ccc(F)cc2)N1c1cccc(Cl)c1 (stereo not drawn),16,1.6,-1,96,0.2,17*,-3,-4,13,-0.9
O=[N+]([O-])c1ccc(OCCCOc2cccc3cccnc23)cc1,9,0.2,2,102,-0.1,-4,1,-1,10,-1.3
N=c1nc(SCCC(=O)O)ss1,-2,-2.6,5,119,0.2,4,2,7,1,-0.8
CCCC(=O)N1CCC1(C)C(=O)Nc1cc(C)ccc1C (stereo not drawn),28,0.1,13,96,-0.2,-2,2,5,-7,-0.8
CCOC(=O)c1ccc2[nH]c3c(c2c1)CCCC3,-4,0.3,1,96,0.0,1,1,-10,-4,1.5

# Bioassay records deposited in PubChem by several laboratories.

# Compounds as they come; any-hit rate near 4.5%.
